Screening results as filed in PubChem BioAssay.
RECQ1 inh: blocks DNA unwinding by human RECQ1; AID 2549; 240,000 compounds, 0.54% hits; P46063; RECQ1 DNA unwinding, red fluorescence kinetic read; Potency, µM (top dose mostly 57.3 µM), for inactives: at the top dose activity, negative = inhibition, most hits filed as inhibitors;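 note: plate controls were vehicle for no effect and no enzyme for full effect; nearly all actives have a fitted effect of over 30% in size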
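RECQ1T1 50 nM; forked duplex (20 bp + 30-nt ss tails) 200 nM, ATP 2 mM final; pH 8.0, 2 mM MgCl2, 2.5 ug/ml poly(dI-dC); 15 min compound preincubation; discontinuous kinetic read over 2 h at RT.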
Luc counter: blocks Kinase-Glo luciferase, a counter-screen artifact | AID 1379 | Q27757 | 200,000 compounds, 0.28% hits | Potency, µM (titrated, usually from 38.3 µM), without a hit: at the highest dose activity change, negative = inhibition, usual class: inhibitors | Kinase-Glo luciferase, ATP luminescence, 8 min; note: % is set by controls: 0 for no effect and ±100 for the full control effect; nearly all actives have a fitted effect of over 60% in size
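Substrate mix (final 50 mM imidazole pH 7.2, 50 mM KCl, 7 mM MgCl2, 10 uM ATP, 0.01% Tween 20, 0.05% BSA) plus pin-tool compound, then Kinase-Glo detection mix; 8 min ambient, luminescence read.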
GoLoco inh red: inhibitors of human Gai1-RGS12 GoLoco interaction (red fluorophore); Potency, µM (top dose mostly 61.6 µM), without a hit: at the top dose activity, negative = inhibition, hits mostly inhibitors; 230,000 compounds, 0.44% hits; Gai1:RGS12 GoLoco peptide FP, rhodamine, 10 min; active = well fitted inhibition curve with a large enough effect, not every such curve was filed as active; inactive = no such curve, though single readings can be large or run the other way; note: % is set by controls: 0 for no effect and ±100 for the full control effect; nearly all actives have a fitted effect of over 30% in size; many of its hits are not listed in these tables
Target sequence (P63096 whole entry, looked up): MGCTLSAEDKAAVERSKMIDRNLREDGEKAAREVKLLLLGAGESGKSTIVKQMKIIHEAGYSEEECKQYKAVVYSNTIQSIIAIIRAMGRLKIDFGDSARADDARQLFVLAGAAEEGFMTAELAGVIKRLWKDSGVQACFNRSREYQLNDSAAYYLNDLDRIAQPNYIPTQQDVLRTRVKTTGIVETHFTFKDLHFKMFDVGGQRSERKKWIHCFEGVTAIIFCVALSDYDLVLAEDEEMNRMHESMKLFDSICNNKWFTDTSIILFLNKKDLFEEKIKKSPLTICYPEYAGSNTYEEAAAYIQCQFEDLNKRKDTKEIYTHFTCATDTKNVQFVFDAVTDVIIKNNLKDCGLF
Epigenetic reg: epigenetic control regulation, reporter derepression; murine LDR cells, GFP reporter derepression, 30 h; Potency, µM (top dose mostly 53.9 µM), for the others: top-dose GFP activation, actives largely listed as activators; 280,000 compounds, 0.2% hits; note: % of control where 0% means no effect; nearly all actives have a fitted effect of over 60% in size
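Murine LDR cells bearing a silenced CMV-driven GFP reporter were exposed to compound for 30 h at 37 C. After PBS washes, GFP-positive cells (20-120 um objects) counted by laser-scanning microplate cytometry.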
SMN2 splice up: increases expression of the SMN2 splice variant; HEK293 SMN2-luciferase splicing reporter, luminescence, 30-36 h; Potency, µM (series often up to 46.1 µM), for the others: at the top dose activity change, positive = activation, most hits filed as activators; 210,000 compounds, 2.8% hits; note: % of control where 0% means no effect; nearly all actives have a fitted effect of over 55% in size
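qHTS luciferase splicing reporter: luminescence rises when SMN2 exon 7 is included in transfected HEK293 cells. Compound exposure lasted 30-36 h at 37C, with 4.5 mM final sodium butyrate as control, followed by a ONE-Glo read.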
IMPase Li inh: cell-permeable IMPase inhibitors with lithium potentiation | Potency, µM (series often up to 59.4 µM), without a hit: at the top dose activity, negative = IMPase inhibition, usual class: inhibitors | 210,000 compounds, 0.35% hits | CHO-M1 cells, IP1 TR-FRET (IP-One), carbachol + lithium | AID 1457;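 note: IP1 builds up when IMPase is blocked and the TR-FRET signal falls; plate controls were basal vehicle for no effect and high inhibitor control for full effect; nearly all actives have a fitted effect of over 50% in size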
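CHO cells stably expressing M1 receptor (2000/well) were cultured 16–30 h, then exposed to compounds with a small lithium addition for 30 min at 37C. IP1 was measured by TR-FRET competition; AC50 from Hill fits.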
JMJD2E inh: JMJD2E (human) inhibition | B2RXH2 | JMJD2E catalytic domain, FDH-coupled NADH fluorescence (FDH is formaldehyde dehydrogenase) | Potency, µM (doses to about 57.1 µM), inactives show top-dose activity change, negative = inhibition, hits mostly inhibitors | 230,000 compounds, 1.6% hits; active = well fitted inhibition curve with a large enough effect, not every such curve was filed as active; inconclusive = small, poorly fitted or top-dose-only effect, or another doubt; inactive = no such curve, though single readings can be large or run the other way;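 note: 0% = wells with enzyme and -100% = buffer wells without enzyme; nearly all actives have a fitted effect of over 50% in size; many of its hits are not listed in these tables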
Target sequence (B2RXH2 1-337 limits assumed): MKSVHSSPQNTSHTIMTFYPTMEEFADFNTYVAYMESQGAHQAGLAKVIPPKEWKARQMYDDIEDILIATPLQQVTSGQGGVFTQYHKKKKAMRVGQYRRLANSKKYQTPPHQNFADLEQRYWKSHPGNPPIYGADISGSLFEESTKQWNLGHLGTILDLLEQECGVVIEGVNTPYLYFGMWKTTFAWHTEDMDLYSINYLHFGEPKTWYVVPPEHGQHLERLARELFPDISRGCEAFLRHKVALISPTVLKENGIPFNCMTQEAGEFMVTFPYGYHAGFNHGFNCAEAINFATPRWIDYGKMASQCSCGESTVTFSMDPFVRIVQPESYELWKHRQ
NPSR antagonist: neuropeptide S receptor (human) antagonism, cAMP. Q6W5P4. CHO-NPSR cells, cAMP TR-FRET, antagonist mode. Potency, µM (top dose mostly 38.3 µM), without a hit: at the top dose activity change, negative = inhibition, most hits filed as inhibitors. 220,000 compounds, 1% hits. AID 1461; note: % is set by controls: 0 for no effect and ±100 for the full control effect; nearly all actives have a fitted effect of over 50% in size; many of its hits are not listed in these tables
Target sequence (Q6W5P4 whole entry, looked up): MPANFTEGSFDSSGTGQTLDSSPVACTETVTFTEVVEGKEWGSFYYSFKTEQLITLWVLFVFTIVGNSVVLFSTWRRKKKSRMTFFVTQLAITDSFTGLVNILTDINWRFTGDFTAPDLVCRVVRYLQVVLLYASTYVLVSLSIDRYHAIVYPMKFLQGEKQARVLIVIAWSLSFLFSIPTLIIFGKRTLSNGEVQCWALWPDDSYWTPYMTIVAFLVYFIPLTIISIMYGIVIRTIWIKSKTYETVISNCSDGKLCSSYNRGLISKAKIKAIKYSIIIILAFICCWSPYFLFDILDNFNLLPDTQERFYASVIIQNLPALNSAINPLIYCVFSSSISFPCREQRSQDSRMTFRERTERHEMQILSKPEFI
Active calls of the source: *; i = inactive; ? = inconclusive; . = no result given; & = joins results of further samples; [ ] = dose if it differs, or a comment. Unless noted, calls come from the whole dose curve; as a rule, active = well fitted curve in the direction sought with a large enough effect; inconclusive = small, poorly fitted or top-dose-only effect, or another doubt; inactive = no such curve, though single readings can be large; an effect the other way counts as inactive or inconclusive. Potency is the fitted concentration of half-maximal effect.

item	SMILES	RECQ1 inh	Luc counter	GoLoco inh red	Epigenetic reg	SMN2 splice up	IMPase Li inh	JMJD2E inh	NPSR antagonist
1	Cc1sc2ncn(CC(=O)OC(C)C)c(=O)c2c1C	i	-4%	7%	2.0%	-11%	-4%[38.3 µM]	4%	-8%[46.1 µM]
2	S=c1[nH]nc(-c2ccccc2)n1/N=C/c1ccc(-c2ccccc2Cl)o1	-11%	1%	1%	-1.0%	?	20%	-11%	-52%
3	COc1ccc(C2=NOC(C(=O)Nc3cc(C)nn3-c3ccccc3)C2)cc1OC (stereo unspecified)	-6%	0%	-9%	-7.1%	-31%[inhibitor]	-4%[38.3 µM]	-9%	-7%[46.1 µM]
4	O=C1CC(SCc2nc3ccccc3[nH]2)C(=O)N1c1ccc(Cl)cc1 (stereo unspecified)	-5%	1%	8%	-1.0%	-3%	9%[38.3 µM]	4%	-3%[46.1 µM]
5	CC(=O)c1cc2c(cc1NS(=O)(=O)c1ccc(F)cc1)OCO2	-4%	-1%	6%	0.1%	.	9%	-3%	11%
6	Cc1ccc(CN2CCN(C(=O)C3CCC3)CC2)cc1	-4%	2%	4%	-0.8%	-12%	1%	2%	3%[46.1 µM]
7	C/C=C/c1ccc(OCCCCN2C(=O)NC(C)(C)C2=O)c(OC)c1	-4%	-2%	-1%	0.0%	7%	9%[38.3 µM]	-3%	-16%[46.1 µM]
8	CCOC(=O)C1CSC(Cc2ccc(OCc3ccc([N+](=O)[O-])cc3)cc2)N1 (stereo unspecified)	-7%	-4%	-1%	0.4%	13µM*	10%	?	.
9	Cc1ccc(NC(=O)CSc2nn(-c3ccccc3)c(=S)s2)cc1S(=O)(=O)N(C)C	i	3%	19%	-0.9%	-85%[inhibitor]	17%	6%	-20%
10	CCOC(=O)c1sc(C)c2c(=O)n(Cc3ccc(Cl)cc3)c(C)nc12	0%	-4%	42%[activator]	-1.1%	-8%	16%[38.3 µM]	?	-21%[46.1 µM]
11	COc1ccc2occ(C(C)=O)c2c1	-3%	0%	-3%	-6.1%	-19%	-19%[38.3 µM]	3%	1%[46.1 µM]
12	CC(C)C(NC(=O)c1ccccc1F)C(=O)Nc1nccs1 (stereo unspecified)	i	3%	-4%	-0.1%	-7%	-8%	6%	6%
13	COc1ccccc1-c1nnc2sc(-c3ccc(N(C)C)cc3)nn12	-3%	.	.	1.0%	.	.	?	?
14	CCCN1CCCc2ccccc21	1%	-2%	5%	0.0%	2%	5%[38.3 µM]	-21%	-3%[46.1 µM]
15	CN(C)/C=C1\C(=O)ON=C1c1ccccc1	-5%	2%	4%	-1.9%	-2%	2%	3%	3%
16	CCCc1cc(=O)oc2cc(OCC(=O)OC)cc(OCC(=O)OC)c12	-2%	-2%	3%	1.9%	20%	18%[38.3 µM]	?	-9%[46.1 µM]
17	CCc1ccc(NC(=O)C2CCCN(S(=O)(=O)c3c(C)[nH]c(=O)[nH]c3=O)C2)cc1 (stereo unspecified)	-8%	-1%	-10%	-0.3%&1.8%	3%&-4%	-4%	19%	6%
18	COCCNc1nc(C)nc2c1nc(-c1ccccc1)n2CC1CCN(C)CC1	0%	0%	-5%	1.5%	-6%	-20%	?	.
19	N#Cc1ccc(CSc2nnc(Cc3cccs3)n2Cc2ccco2)cc1	?	-2%	-5%	0.0%	.	35%[activator][38.3 µM]	2%	-17%[46.1 µM]
20	COc1cc(OC)cc(C(=O)NC(=S)Nc2ccc3c4c(cccc24)CC3)c1	-3%	4%	2%	0.0%	-11%	-3%	-5%	-20%[46.1 µM]

Arranged by the number under Epigenetic reg (ascending): 3 from the list above.
item	Compound	Epigenetic reg
12	CC(C)C(NC(=O)c1ccccc1F)C(=O)Nc1nccs1 (stereo unspecified)	-0.1%
13	COc1ccccc1-c1nnc2sc(-c3ccc(N(C)C)cc3)nn12	1.0%
1	Cc1sc2ncn(CC(=O)OC(C)C)c(=O)c2c1C	2.0%

Later entries.
item	SMILES	RECQ1 inh	Luc counter	GoLoco inh red	Epigenetic reg	SMN2 splice up	IMPase Li inh	JMJD2E inh	NPSR antagonist
21	COc1ccc2oc(/C=C/N(C)C)c(C(=O)c3ccc(Cl)cc3)c2c1	4%	.	.	-1.9%	.	.	4%	?
22	C#CCNC(=O)C1=C[C@H](C2CC2)C[C@H](OCCCCO)O1	-11%	.	0%	0.8%	.	-8%	-25%	-16%
23	Cc1ccc(C(=O)COc2ccccc2-c2ccccc2)cc1C	-10%	-2%	4%	-1.0%	-15%	20%	12%	-19%
24	Nc1nc(Cl)nc2c1ncn2[C@H]1C[C@H](O)[C@@H](CO)O1	9%&-3%&3%	0%&-4%	10%&2%&5%	-1.0%&-1.7%&1.1%	-80%&-58%[inhibitor]	-6%&-5%	10%&0%&-3%	29%&47%
25	CCc1nccn1S(=O)(=O)c1cc(OC)c(Cl)cc1OC	i	0%	2%	-8.2%	12%	1%	13%	-10%
26	CC(=O)N(CCO)Cc1cc2cc(C)cc(C)c2[nH]c1=O	1%	-3%	-5%	-0.2%	0%	-6%[38.3 µM]	?	-3%[46.1 µM]
27	NC(=O)c1nn(-c2ccc(Oc3ccccc3)cc2)c(=O)cc1O	0%	-2%	1%	1.3%	17%	3%	-9%	-12%
28	COCC(C)n1c(C)cc(C(=O)COC(=O)c2nc3nc(C)cc(C)n3n2)c1C (stereo unspecified)	-1%	1%	15%	1.5%	-6%	0%[38.3 µM]	-3%	-3%[46.1 µM]
29	CCOc1ccc(S(=O)(=O)N2c3ccccc3CC2C)cc1 (stereo unspecified)	i	0%	-1%	0.0%	-3%	55%[activator][38.3 µM]	-8%	?
30	CCn1cc(C(=O)NCCCOC)c2cc(OC)c(OC)cc2c1=O	-8%	-1%	-6%	-1.0%	6%	-8%[38.3 µM]	?	-6%[46.1 µM]
31	Cc1ccc(S(=O)(=O)N(CC(=O)NCCSc2ccccn2)c2cc(C)cc(C)c2)cc1	-16%	4%	-2%	-0.9%	-2%	11%[38.3 µM]	6%	-30%[46.1 µM]
32	CC(Nc1ccc(F)cc1F)C(=O)NC(=O)NC1CCCCC1 (stereo unspecified)	0%	1%	1%	-2.3%	-1%	-4%	-4%	-40%
33	COCCNC(=O)C(OC(=O)CC1Sc2ccccc2NC1=O)c1ccncc1 (stereo unspecified)	i	0%	14%	3.1%	-2%	-3%[38.3 µM]	6%	-5%[46.1 µM]
34	COC(=O)NC(NC(=S)Nc1ccc([N+](=O)[O-])cc1)C(Cl)(Cl)Cl (stereo unspecified)	i	3%	3%	0.0%	-41%[inhibitor]	20%	-16%	-12%
35	CCCNc1sc(S(=O)(=O)CCC)nc1S(=O)(=O)c1ccc(C)cc1	15%	-3%	-3%	-4.5%	6%	10%	-17%	-18%
36	COC(=O)C1=C(C)OC(N)=C(C#N)C1c1ccccc1 (stereo unspecified)	i	0%	21%	2.1%	15%	11%[38.3 µM]	6%	9%[46.1 µM]
37	c1ccc(Oc2cc(-n3cccn3)ncn2)cc1	i	-14%	11%	0.0%	22µM*	20%[38.3 µM]	13%	-2%[46.1 µM]
38	CCOC(=O)C1=C(C)N=c2s/c(=C\c3ccc(OC(C)=O)c(OCC)c3)c(=O)n2C1/C=C/c1ccccc1 (stereo unspecified)	2%	-4%	62%[activator]	?	14%	6%[38.3 µM]	-4%	-6%[46.1 µM]
39	CCOc1ccc(NC(=O)N(CCN(C)C)C(C)c2cccnc2)cc1 (stereo unspecified)	-1%	.	-2%	3.2%	.	.	-14%	20%
40	CC(C)c1ccc(NC(=O)C(c2ccccc2)N2CCN(C(=O)c3ccco3)CC2)cc1 (stereo unspecified)	-9%	1%	5%	0.2%	-16%	3%[38.3 µM]	-3%	?

2 entries from above, with values under each structure.
Order of values: RECQ1 inh | Luc counter | GoLoco inh red | Epigenetic reg | SMN2 splice up | IMPase Li inh | JMJD2E inh | NPSR antagonist
35	CCCNc1sc(S(=O)(=O)CCC)nc1S(=O)(=O)c1ccc(C)cc1
  15% | -3% | -3% | -4.5% | 6% | 10% | -17% | -18%
26	CC(=O)N(CCO)Cc1cc2cc(C)cc(C)c2[nH]c1=O
  1% | -3% | -5% | -0.2% | 0% | -6%[38.3 µM] | ? | -3%[46.1 µM]

(next part)
item	SMILES	RECQ1 inh	Luc counter	GoLoco inh red	Epigenetic reg	SMN2 splice up	IMPase Li inh	JMJD2E inh	NPSR antagonist
41	CCCn1c(N)c(C(=O)COC(=O)c2c(C)noc2C)c(=O)n(C)c1=O	0%	0%	3%	2.1%	-25%	-24%[38.3 µM]	-6%	21%[46.1 µM]
42	O=C1OCCN1C(=O)[C@H]1[C@H](c2ccc(Cl)cc2)C(c2ccc(F)cc2)=NN1c1ccccc1	-16%	2%[39.9 µM]	5%	2.8%	.	9%	.	.
43	CN(CCNC(=O)C1CC(=O)N(c2ccc(F)c(Cl)c2)C1)Cc1ccccc1 (stereo unspecified)	-7%	-2%	4%	-2.3%	.	13%[38.3 µM]	2%	-3%[46.1 µM]
44	O=C(O)CC12CC3CC(C1)CC(n1ncc(NCc4ccccc4Cl)c(Cl)c1=O)(C3)C2	-2%	.	0%	0.0%	.	.	2%	-6%
45	O=C(CN1C(=O)c2ccccc2S1(=O)=O)NC(Nc1ccccc1F)C(Cl)(Cl)Cl (stereo unspecified)	i	1%	-11%	-3.3%	-11%	-3%	2%	-49%
46	COc1ccc(C2=NOC(C(=O)Nc3cccnc3)C2)cc1OC (stereo unspecified)	29%	.	-32%	-0.1%	.	.	?	-3%
47	Cc1cc(-n2cnnn2)ccc1C(C)C	-12%	4%	6%	-2.1%	10%	-3%	3%	4%

Filtered by structure: the entries above with a cyano group
item	SMILES	RECQ1 inh	Luc counter	GoLoco inh red	Epigenetic reg	SMN2 splice up	IMPase Li inh	JMJD2E inh	NPSR antagonist
19	N#Cc1ccc(CSc2nnc(Cc3cccs3)n2Cc2ccco2)cc1	?	-2%	-5%	0.0%	.	35%[activator][38.3 µM]	2%	-17%[46.1 µM]
36	COC(=O)C1=C(C)OC(N)=C(C#N)C1c1ccccc1 (stereo unspecified)	i	0%	21%	2.1%	15%	11%[38.3 µM]	6%	9%[46.1 µM]

Some of the compounds tested; rates above refer to the full screens.
